# NRP1-CendR mod: modulators of CendR peptide binding to NRP-1, primary screen, biochemical, fluorescence polarization, uHTS. Neuropilin-1 (Homo sapiens), O14786. FAM-RPARPAR peptide binding to NRP-1. inhibition, % at 25 µM. 0.85% of 360,000 active;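 active = inhibition or corrected inhibition above about 18%, plus a signal ratio from 0.5 to 1.5, limit read from the data, passing the limit was not always enough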; also: strong numbers were not always called active
# Target sequence (O14786 whole entry, looked up): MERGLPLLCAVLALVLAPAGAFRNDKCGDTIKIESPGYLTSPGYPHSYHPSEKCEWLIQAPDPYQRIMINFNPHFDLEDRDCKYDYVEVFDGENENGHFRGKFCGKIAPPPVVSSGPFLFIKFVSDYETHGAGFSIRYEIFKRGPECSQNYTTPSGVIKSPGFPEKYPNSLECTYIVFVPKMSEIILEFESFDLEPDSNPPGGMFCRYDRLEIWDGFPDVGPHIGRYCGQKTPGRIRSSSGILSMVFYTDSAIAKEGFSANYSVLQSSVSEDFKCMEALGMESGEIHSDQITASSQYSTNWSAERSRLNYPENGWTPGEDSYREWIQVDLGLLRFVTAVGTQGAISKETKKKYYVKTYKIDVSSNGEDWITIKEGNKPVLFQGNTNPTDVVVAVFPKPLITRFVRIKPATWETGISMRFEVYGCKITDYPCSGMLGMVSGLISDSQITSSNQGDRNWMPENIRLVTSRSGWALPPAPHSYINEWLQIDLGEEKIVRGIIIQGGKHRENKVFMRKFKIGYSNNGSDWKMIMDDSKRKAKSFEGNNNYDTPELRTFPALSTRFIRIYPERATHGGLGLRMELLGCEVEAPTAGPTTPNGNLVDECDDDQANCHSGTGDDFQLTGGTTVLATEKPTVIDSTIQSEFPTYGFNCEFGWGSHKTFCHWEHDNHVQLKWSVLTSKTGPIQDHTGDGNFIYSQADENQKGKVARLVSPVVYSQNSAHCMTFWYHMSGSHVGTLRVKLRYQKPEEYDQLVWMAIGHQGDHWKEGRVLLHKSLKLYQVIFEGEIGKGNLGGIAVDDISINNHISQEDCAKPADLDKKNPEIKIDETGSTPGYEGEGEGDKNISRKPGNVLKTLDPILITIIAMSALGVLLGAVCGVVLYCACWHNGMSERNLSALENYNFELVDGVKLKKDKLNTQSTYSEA
# Rin1 Abl inh: inhibitors of Rin1-Abl protein binding, primary screen, biochemical, TR-FRET; Tyrosine-protein kinase ABL1 (Homo sapiens) + Ras and Rab interactor 1 (Homo sapiens), …; inhibition, % at 7.35 µM; 0.4% of 360,000 active; in the data active = inhibition above about 5%, passing the limit was not always enough
# E coli Lon inh: inhibitors of E. coli Lon protease, primary screen, biochemical, fluorescence polarization. inhibition, % at 7.94 µM. 0.42% of 360,000 active. P0A9M0. purified E. coli Lon protease; in the data active = inhibition above about 13%, passing the limit was not always enough;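 also: 0% = enzyme with probe and DMSO and 100% = no enzyme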
# MsrA act: bovine MsrA enzyme activators, primary screen, biochemical, absorbance, HTS | 0.3% of 360,000 active | purified bovine MsrA, absorbance read-out | activation, % at 10.6 µM | Methionine sulfoxide reductase A (Bos taurus) | AID 602163, 2012; in the data active = activation above about 7.5%;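 also: 0% = vehicle and 100% = reference activator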
# SKN-1 inh: suppressors of acrylamide-induced Pgst-4::GFP reporter in worms, primary screen, SKN-1 inhibitor project, whole organism, uHTS, GFP/RFP fluorescence ratio, strain VP596; C. elegans VP596 Pgst-4::GFP/RFP ratio, 24 h; AID 624304, 2012; inhibition, % at 21.8 µM; 0.49% of 360,000 active;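 active = interference check ratio from 0.5 to 1.5 plus GFP to RFP signal ratio inhibition reaching or exceeding a fixed threshold, cut at about 30% in these data, passing the limit was not always enough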; also: some compounds called inactive have numbers as strong as hits
# Neddylation inh: inhibitors of cullin neddylation, primary screen, biochemical, TR-FRET, uHTS, NAE and Ubc12. NEDD8-conjugating enzyme Ubc12 (Homo sapiens) + NEDD8-activating enzyme E1 regulatory …. calls only at 25 µM. 0.58% of 360,000 active; in the data active = inhibition above about 36%
# PABP1 MLLE inh: inhibitors of PABP1 MLLE–PAM2 peptide binding, primary screen, biochemical, fluorescence polarization, FITC-PAM2, GST-MLLE | Polyadenylate-binding protein 1 (Homo sapiens), P11940 | inhibition, % at 20 µM | 0.36% of 360,000 active; in the data active = inhibition above about 35%, passing the limit was not always enough;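 also: plate controls were DMSO wells with GST-MLLE for no effect and wells lacking GST-MLLE protein for full effect; some results filed as inactive read as strong as hits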
# MT1-MMP act inh: blockers of MT1-MMP proenzyme processing, primary screen, HT1080 RFP-PRO-GFP cells, GFP/RFP fluorescence. Matrix metalloproteinase-14 (Homo sapiens), P50281. GFP/RFP ratio fluorescence, overnight; percent of plate control window, DMSO zero. GFP/RFP ratio change, % at 20 µM. 0.061% of 360,000 active. AID 651647, 2012;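 active = GFP/RFP ratio change of at least 30% with cell ATP level not reduced by more than half and red fluorescence within 50% of control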; also: strong numbers were not always called active
#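 system = RFP-PRO-GFP reporter HT1080 cells | dosing = 20 µM single dose, 1% DMSO | timing = overnight cell settling, then overnight compound exposure, 37 °C, 5% CO2 | read-out basis = GFP/RFP fluorescence ratio | controls = DMSO and RFP-L50D-GFP cell wells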
# FAS TE block: FAS thioesterase domain inhibitors, primary screen, biochemical, fluorescence intensity, uHTS | Fatty acid synthase (Homo sapiens), P49327 | recombinant FAS-TE, OMFH fluorogenic substrate, fluorescence endpoint | inhibition, % at 15 µM | 0.67% of 360,000 active | AID 602261, 2012;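 active = compounds whose normalised, plate-corrected inhibition of enzyme fluorescence in the single-dose primary screen is 50% or more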;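 also: 0% = DMSO with enzyme and 100% = substrate without enzyme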
# * = called active by the depositor; i = inactive; . = not tested or not shown; + = active, no number.
SMILES	PABP1 MLLE inh	NRP1-CendR mod	SKN-1 inh	E coli Lon inh	MsrA act	Rin1 Abl inh	Neddylation inh	FAS TE block	MT1-MMP act inh
O=C(CCc1nnc(COc2ccccc2)o1)NCc1ccccc1C(F)(F)F	6	-27	1	-5	-4	2	i	-1	-1
COc1ccccc1N(CC(=O)NCCSCc1ccccc1Cl)S(C)(=O)=O	5	5	-2	-6	0	4	i	-1	-3
COC(=O)c1c(-n2cnnn2)sc(C)c1C	0	3	-5	2	-11	-1	.	-8	3
O=C(Cc1ccc(OCc2ccccc2)cc1)NCc1ccc2c(c1)OCO2	3	10	10	-1	-2	-1	i	-3	1
O=C(NCCCn1ccnc1)c1ccc2ccccc2c1	4	15	8	-8	-3	-1	i	-6	1
O=C(Cn1cnc2c(nnn2-c2ccccc2)c1=O)NCCc1ccccc1	19	7	-16	-14	-2	1	i	-1	1
COc1ccccc1-c1cc(C(=O)N/N=C\c2cnn(C)c2C)c2ccccc2n1	-1	-9	-10	-9	-4	-1	i	-7	-1
O=C(c1c(F)cccc1F)N(Cc1ccccn1)C1CCCC1	-7	4	1	-9	-5	0	i	-3	-2
COc1ccc(N2C(=O)CN=C2Nc2nc(C)cc(C)n2)cc1	-1	3	-16	-7	-1	0	i	-7	0
CCOC(=O)C1CCN(C(=O)Cn2cc3c(n2)CCC(C)C3)CC1 (centres undefined)	-12	-1	-1	-2	0	-4	i	-2	3
Cc1ccc(N(CC(=O)Nc2c(C)n(C)n(-c3ccccc3)c2=O)S(C)(=O)=O)c(C)c1	13	-4	1	-10	-1	4	i	-4	-1
Nc1c(Cl)cnn(-c2ccccc2)c1=O	12	-10	10	0	0	-1	i	-8	4
Cc1ccc2c(c1)S/C(=C\c1cccc[n+]1C)N2CCO	-144	-7	0	-15	-3	-6	i	-7	-37
CCOC(=O)N1CCN(C2=C(NS(=O)(=O)c3ccc(C)cc3)C(=O)c3ccccc3C2=O)CC1	8	15	5	-7	0	1	i	13	-8
O=C(c1cc2cc(Br)ccc2s1)N1CCOCC1	-3	2	2	14	-9	-2	i	-4	1
Cc1ccc(OCC(=O)N2CCC(N3CC(C)CC(C)C3)CC2)cc1 (centres undefined)	3	8	3	1	-5	-2	i	-7	2
CNC(=S)NNC(=O)c1cccc(C(F)(F)F)c1	-16	3	9	4	-2	2	i	-9	4
CCOc1ccc2nc(SCC(=O)NCc3ccco3)sc2c1	2	-58	-11	-5	-3	-2	i	-24	-23
COc1ccc(CCNC(=O)c2cc(-c3ccccc3O)n[nH]2)cc1OC	-4	-4	5	9	-2	-2	i	-5	4
O=C(c1ccc(CS(=O)Cc2cccc(Cl)c2)o1)N1CCN(C2CCCCC2)CC1 (centres undefined)	0	12	17	-4	-1	1	i	-4	-6
O=C(c1ccc(F)cc1)N1CCN(C2=NS(=O)(=O)c3ccccc32)CC1	1	10	9	-3	-10	2	i	-6	1
Cc1cc(=O)n2[nH]c(C)c(-c3ccccc3)c2n1	-16	0	-3	2	-5	2	i	-6	2
COc1ccc(N2CCN(C(=O)COC(=O)c3cnccn3)CC2)cc1	-8	18	0	-12	-2	-7	i	-3	0
O=C(Cc1cccc([N+](=O)[O-])c1)Nc1ccc(C(=O)N2CCOCC2)cc1	3	8	16	-6	-1	1	i	-2	0
O=C(N/N=C/c1cccnc1)c1ccc(NC(=O)c2cccc(Cl)c2)cc1	-11	-32	1	-10	-3	0	i	-4	8
CC(C)c1ccc(NC(=O)Cn2cccc2C2=NC(c3ccccc3)CO2)cc1 (centres undefined)	8	-1	6	7	-3	0	i	20	-3
O=S(=O)(NCc1ccccc1)c1ccc(-c2cnc(C3CC3)o2)cc1	-2	6	2	2	-2	-4	i	1	-4
O=C(Nc1nnc(-c2ccccn2)o1)c1cccc(Cl)c1	3	2	-1	0	-7	-5	i	-6	-1
O=C(COC(=O)/C=C/c1cccc(Br)c1)NCCC1=CCCCC1	11	-1	-3	14	-2	-1	i	-6	-1
Cc1cnc(C(=O)OCC(=O)NC2CCCCCCC2)cn1	5	-1	-2	-4	-2	4	i	-10	4

# Reformatted with two lines to a compound: part of the list above
# Values in the order: PABP1 MLLE inh, NRP1-CendR mod, SKN-1 inh, E coli Lon inh, MsrA act, Rin1 Abl inh, Neddylation inh, FAS TE block, MT1-MMP act inh
O=C(N/N=C/c1cccnc1)c1ccc(NC(=O)c2cccc(Cl)c2)cc1
 : -11, -32, 1, -10, -3, 0, i, -4, 8
CC(C)c1ccc(NC(=O)Cn2cccc2C2=NC(c3ccccc3)CO2)cc1 (centres undefined)
 : 8, -1, 6, 7, -3, 0, i, 20, -3

# Going on with the list:
SMILES	PABP1 MLLE inh	NRP1-CendR mod	SKN-1 inh	E coli Lon inh	MsrA act	Rin1 Abl inh	Neddylation inh	FAS TE block	MT1-MMP act inh
CC1CCN(CCCNC(=O)CN2CCN(Cc3ccc(Cl)cc3)C2=O)CC1	12	-8	5	-5	-2	5	i	-7	-1
CSc1c(SCc2ccccc2)cnn(-c2ccccc2)c1=O	12	0	-3	-11	-9	-2	i	19	5
O=C(NCCn1cccn1)C1CCC(=O)N(CC2CCCCC2)C1 (centres undefined)	10	7	14	-4	-3	0	i	-5	1
COc1cc(OC)cc(C(=O)NC2CCN(CC(=O)Nc3cccc4ccccc34)CC2)c1	-11	2	14	-3	8.9*	-2	i	6	2
CC1CCC(NC(=O)COC(=O)c2ccco2)CC1 (centres undefined)	1	-11	14	-3	0	5	i	-8	1
O=C1CN(C(=O)NCC(=O)N[C@H](C(=O)O)c2ccccc2)c2ccccc2N1	11	6	0	-5	6	4	i	-9	-2
CCOC(=O)C1CCN(C(=O)c2ccccc2NC(=O)C2=C(C)OCCS2)CC1	14	4	13	-8	-2	-1	i	-2	-1
CCCn1c(SC(C)C(=O)N2CCOCC2)nc2ccc(Br)cc2c1=O (centres undefined)	-13	10	2	-15	-4	1	i	1	2
CCCc1cc(C(=O)N/N=C/c2ccc(CC)s2)c2ccccc2n1	-6	-1	-19	-5	-6	-1	i	0	-4
O=C(Nc1ccc(F)cc1F)c1cncc(Br)c1	16	5	9	-1	-4	0	i	-4	-5
Fc1ccc2nc(Nc3nc4c(F)cccc4s3)sc2c1	7	-8	0	-3	-6	2	i	5	0
O=C(/C=C/c1ccccc1Cl)Nc1cccc(S(=O)(=O)NC2=NCCCCC2)c1	11	0	6	-9	-2	-1	i	8	2
O=C1CN(C(=O)COC(=O)CNC(=O)c2ccc(Cl)cc2)c2ccccc2N1	-3	10	-15	0	-7	1	i	4	-5
CC(C)c1ccc(CNc2cc(N3CCCC3)ccc2[N+](=O)[O-])cc1	6	-1	10	0	-3	2	i	30	2
O=[N+]([O-])/C=C1\CCCCCN1	14	-3	14	2	-3	-2	i	-4	-1
Cc1ccc(NC(=O)c2cc(-c3ccc(C)o3)nc3ccccc23)nc1	12	-33	-1	-14	-2	0	i	-2	-14
CCCCn1c(SCC(=O)c2ccc(OC)c(OC)c2)nc2cc(S(N)(=O)=O)ccc21	-99	19	8	-2	-2	0	i	0	3
O=Cc1cc(N=Nc2ccccc2Cl)ccc1O	-1	-15	5	25*	-2	1	i	0	10
COc1cccc(-c2cnc(C(O)c3ccc(F)c(C)c3)[nH]2)c1 (centres undefined)	3	-3	5	-17	-6	-4	i	-2	0
CC(C)n1c2ccccc2c2nc3ccccc3nc21	6	-5	33	5	-3	-3	.	19	-8
Brc1ccc(-c2nc3ccc(Br)cn3c2Cc2ccccc2)cc1	-10	-7	11	-10	-4	-23	i	20	-13
COc1ccccc1NC(=O)Nc1ccccc1C(=O)NCCCN1CCOCC1	6	-7	1	1	-1	0	i	-5	-2
Cc1ccc(N2CC(NS(=O)(=O)c3cccs3)CC2=O)cc1 (centres undefined)	8	10	-3	-4	-2	3	i	-5	-2
O=C(Nc1ccc(-c2nc3ncccc3o2)cc1)c1ccco1	-6	-23	3	-2	-12	2	.	-12	1
S=c1[nH]nc(-c2cccnc2)n1/N=C/c1ccc(Br)s1	-48	-14	0	-22	-1	-2	i	-7	1
COc1cc(NC(=O)CCCc2c[nH]c3ccccc23)cc(OC)c1	-61	18	-7	20	-9	3	i	16	5
O=C(CCCCCn1c(=S)[nH]c2cc3c(cc2c1=O)OCO3)N1CCN(c2ccccc2)CC1	-42	-1	10	-10	0	1	i	-5	4
Cc1ccc(S(=O)(=O)N2CCC(C(=O)NCCC3=CCCCC3)CC2)c(C)c1	1	-8	-3	13	-3	-1	i	10	3
O=C(c1ccccc1)c1ccc2c(c1)OCCOCCOCCO2	-5	-25	0	-5	-2	-3	i	-1	1
CCCc1cc(=O)[nH]c(SC(CC)C(=O)Nc2ccccc2C#N)n1 (centres undefined)	21	0	1	4	-2	-4	i	-6	5
COc1ccc(/C(C)=C(\C#N)C(=O)OC(C)C)cc1OC	2	15	-12	-8	-1	3	i	-4	-1
Cc1ccc(-c2nnc(COC(=O)c3ccco3)o2)cc1	-1	-5	17	-10	-2	-1	i	-4	-2
COc1cc(Cn2c(C(=O)O)cc3sccc32)cc(OC)c1OC	7	11	-12	4	0	-2	i	-6	3
Cc1ccc(CN2CCN(Cc3cccc(C)n3)CC2CCO)cc1 (centres undefined)	0	1	-2	-4	-6	3	i	-6	2
c1ccc2[nH]c(Cn3nnc4ccccc43)nc2c1	-8	3	27	-3	-5	4	i	-11	6
Cc1cc(C)cc(C(=O)NCC(=O)N(C)CCOc2ccccc2)c1	14	0	6	-10	-7	1	i	-1	-1
Cc1c(C(=O)Nc2ccccc2F)sc2nc3n(c(=O)c12)CCC3	-1	-18	1	-9	-5	3	i	-12	0
COc1cccc(-c2ccc(C#N)c(OC(=O)c3ccc(Cl)cc3)n2)c1	13	6	-4	-2	-4	-4	+	-2	-3
CC1(C(=O)NCCc2ccccc2)Cc2c(-c3cccc(C(F)(F)F)c3)ccnc2O1 (centres undefined)	5	-3	-16	-8	-4	-2	i	11	-10
COc1ccccc1Cn1c(=S)[nH]c2ccc(F)cc2c1=O	-50	2	8	7	-2	-80	i	7	-1
C/C(=N\Nc1nc2ccccc2nc1C)c1ccccc1O	-3	4	1	-3	-13	0	i	1	6
O=C(COC(=O)C1C2CC3OC(=O)C1C3C2)Nc1ccc(Br)cc1 (centres undefined)	-1	2	14	-21	-3	-1	i	-4	6
C[C@@H](CSc1ccccc1)CN1CC[C@H](O)CCC1=O	17	16	18	11	-6	2	i	-8	1
O=C(CSc1nnnn1C1CC1)N1CCN(c2ccccc2F)CC1	-21	0	-8	6	-1	-2	i	0	5
COCCNc1oc(/C=C/c2cccs2)nc1S(=O)(=O)c1ccccc1	-3	-6	0	-12	-5	-3	.	8	-3
Cc1cc(-c2cccs2)nc(-n2cccc2)n1	-4	7	12	-2	-3	-5	i	33	7
O=C(N/N=C/c1ccc(Br)o1)/C(=C/c1ccc([N+](=O)[O-])cc1)NC(=O)c1ccccc1	11	3	9	-1	-3	0	i	58*	8
O=C(Nc1cccc(NC(=O)c2ccc(-c3cccc(Br)c3)o2)c1)c1ccco1	-5	-5	3	-7	3	-4	i	31	-4

# Source: PubChem BioAssay (several laboratories)
